D2 antag: HTS Assay for Allosteric Antagonists of the Human D2 Dopamine Receptor: Primary Screen for Antagonists | inhibition, % at 10 µM | D(2) dopamine receptor (Homo sapiens), P14416 | 2% of 340,000 active | AID 485344, 2010 | HEK293 TREx D2 cells, calcium flux, dopamine EC80; in the data active = inhibition above about 30%; note: 0% is about no effect
Target sequence (P14416 whole entry, looked up): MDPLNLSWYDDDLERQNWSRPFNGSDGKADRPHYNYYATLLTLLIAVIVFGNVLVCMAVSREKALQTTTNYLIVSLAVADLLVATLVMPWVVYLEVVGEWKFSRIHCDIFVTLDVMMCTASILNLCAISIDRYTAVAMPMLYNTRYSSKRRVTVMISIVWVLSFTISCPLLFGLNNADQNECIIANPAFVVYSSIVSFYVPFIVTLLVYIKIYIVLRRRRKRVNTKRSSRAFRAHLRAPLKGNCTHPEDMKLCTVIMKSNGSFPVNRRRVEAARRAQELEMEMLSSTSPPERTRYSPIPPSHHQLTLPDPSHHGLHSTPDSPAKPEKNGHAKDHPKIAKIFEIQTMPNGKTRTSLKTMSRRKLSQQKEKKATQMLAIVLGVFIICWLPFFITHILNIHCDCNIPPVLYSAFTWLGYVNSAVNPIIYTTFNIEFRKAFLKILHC
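In this primary screen, negative modulation is detected by tracking calcium flux after an EC80 dopamine challenge in inducible HEK293 T-REx D2 cells preexposed to test compound for 180 s.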
RXFP1 ag: qHTS Assay for Agonists of the Relaxin Receptor RXFP1; HEK293T-RXFP1 cAMP TR-FRET, 30 min; response scale: percent of porcine relaxin response, buffer zero; Potency, µM (top dose mostly 57.5 µM), for the others: at the highest dose activation, most hits filed as activators; 0.3% of 370,000 active; Relaxin receptor 1 (Homo sapiens), Q9HBX9; active = well fitted activation curve with a large enough effect; note: potency is the fitted concentration of half-maximal effect; % is set by controls: 0 for no effect and ±100 for the full control effect; nearly all actives have a fitted effect of over 60% in size; many of its hits are not listed in these tables
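HEK293T cells stably expressing RXFP1 were pretreated with the PDE4 inhibitor Ro 20174, exposed to compounds for 30 min at 37C, lysed, and cAMP was read by TR-FRET. Data normalized to buffer (basal) and 29 nM porcine relaxin (100%).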
TRHR enhancer: qHTS for Small Molecule Agonists and Allosteric Enhancers of Human TRH Receptor: Primary Screen for Enhancers | enhancement, % at 2 µM | 0.66% of 360,000 active | Thyrotropin-releasing hormone receptor (Homo sapiens), P34981 | TRHR cells, fluo-8 calcium fluorescence, EC20 TRH enhancement; in the data active = enhancement above about 30%; note: 0% is about no effect
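Enhancer read-out: after compound pinning and an initial kinetic agonist-mode read, an EC20 of TRH (10 nM final) was injected and fluo-8 calcium signal (Ex 480/Em 530) followed at 1 s/cycle for 100 cycles in TRHR-expressing cells.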
RXFP1 antagonist: qHTS Assay for Antagonists of the Relaxin Receptor RXFP1. activity change, negative = inhibition, % at 57.5 µM. 0.59% of 350,000 active. Relaxin receptor 1 (Homo sapiens), Q9HBX9. HEK293-RXFP1, relaxin-stimulated cAMP HTRF, 30 min; active compounds read low;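 active = activity change of -60% or lower, but not beyond a set lower limit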; note: % is set by controls: 0 for no effect and ±100 for the full control effect
D1 potentiator: Potentiators of Human D1 Dopamine Receptor: qHTS. potentiation, % at 10 µM. HEK293 TREx D1 cells, calcium flux, dopamine EC20 potentiation. AID 504651, 2011. 0.036% of 360,000 active; in the data active = potentiation above about 30%; note: 0% is about no effect
Target sequence (P21728 whole entry, looked up): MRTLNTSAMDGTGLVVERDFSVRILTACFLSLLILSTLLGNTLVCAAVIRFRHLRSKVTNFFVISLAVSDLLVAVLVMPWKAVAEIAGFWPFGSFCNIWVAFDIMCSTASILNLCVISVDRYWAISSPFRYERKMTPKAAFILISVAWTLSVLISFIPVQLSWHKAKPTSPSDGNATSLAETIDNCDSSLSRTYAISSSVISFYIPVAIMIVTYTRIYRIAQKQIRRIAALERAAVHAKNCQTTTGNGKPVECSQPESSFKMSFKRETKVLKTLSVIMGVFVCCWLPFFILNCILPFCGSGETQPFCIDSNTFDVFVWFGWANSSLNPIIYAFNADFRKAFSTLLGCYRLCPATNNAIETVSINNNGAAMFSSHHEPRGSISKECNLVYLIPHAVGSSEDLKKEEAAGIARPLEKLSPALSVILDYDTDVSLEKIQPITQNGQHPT
D2 PAM: HTS Assay for Positive Allosteric Modulators of the Human D2 Dopamine Receptor: Primary Screen for Potentiators. potentiation, % at 10 µM. 0.34% of 340,000 active. D(2) dopamine receptor (Homo sapiens), P14416. AID 485347, 2010. HEK293 T-REx D2, calcium flux, EC20 dopamine potentiation;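 active = potentiation over 3 SD above the plate norm, cut at about 30% in these data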; note: 0% is about no effect
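Using a no-wash calcium dye in inducible, force-coupled HEK293 Trex cells expressing D2, we tracked fluorescence each second for 180 s after compound, then for 180 s after EC20 dopamine to detect augmented signalling.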
D1 antag: Antagonist of Human D 1 Dopamine Receptor: qHTS | D(1A) dopamine receptor (Homo sapiens), P21728 | AID 504652, 2011 | 3.2% of 360,000 active | activity change, negative = inhibition, % at 10 µM | HEK293 TREx D1 cells, calcium flux, dopamine EC80; active compounds read low; in the data active = activity change below about -30%; note: % is set by controls: 0 for no effect and ±100 for the full control effect
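After overnight tetracycline induction at 30 C, force-coupled D1 HEK293 cells took up a no-wash calcium dye at room temperature. Compounds were added and monitored 180 s, and the response to EC80 dopamine was then recorded.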
D2 agonist: HTS Assay for Allosteric Agonists of the Human D2 Dopamine Receptor: Primary Screen for Agonists. D(2) dopamine receptor (Homo sapiens), P14416. HEK293 T-REx D2 cells, calcium flux agonist mode. activation, % at 2 µM. 0.53% of 340,000 active. AID 485358, 2010;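 active = activation over 3 SD above normal in the single-dose calcium agonist read, cut at about 30% in these data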; note: 0% is about no effect
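Agonism is scored from calcium flux in a force-coupled, inducible HEK293 cell line expressing D2, read kinetically for 180 s after compound addition against dopamine controls.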
D1 ag: Allosteric Agonists of the Human D1 Dopamine Receptor: qHTS | D(1A) dopamine receptor (Homo sapiens), P21728 | HEK293 T-REx D1 cells, calcium flux, agonist mode | activation, % at 2 µM | 1% of 360,000 active | AID 504660, 2011; in the data active = activation above about 30%; note: 0% is about no effect
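Inducible HEK293 T-REx D1 cells, force-coupled to calcium signalling, were plated at 4000 cells/well with tetracycline and held overnight at 30 C. After no-wash calcium dye loading, compound-evoked calcium rise over 180 s flagged agonists.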
Starred values were filed as active, the others as inactive; nt = not tested or not shown. This is a subset; the hit share may differ from the screen's.

SMILES | D2 antag | RXFP1 ag | TRHR enhancer | RXFP1 antagonist | D1 potentiator | D2 PAM | D1 antag | D2 agonist | D1 ag
Cc1cccc(-c2noc(CN(C(=O)CCc3ccccc3)C(C)C)n2)c1 | -10 | -0.7% | 1 | -15 | 1 | -5 | -4 | 0.4 | 11
Cc1cc(C)n(C(=O)CCC(=O)Nc2ccc(C)c(C)c2)n1 | 8 | 1.0% | 1 | -2 | -3 | 2 | -3 | -0.4 | 0
CC(C)C(=O)Nc1cccc(C(=O)Nc2nccs2)c1 | -1 | -0.4% | -3 | -3 | -5 | -5 | -7 | -0.4 | 1
Cc1n[nH]c(=O)c2c(NC(=O)CSc3nncs3)oc(C)c12 | -12 | 4.4% | 6 | -9 | -3 | 4 | 7 | 0.0 | 3
CC(C)(C)NC(=O)C(=O)NNC(=O)c1ccccc1 | -10 | -0.2% | 15 | -8 | -2 | 1 | -8 | 0.6 | 1
COc1cc2cc[n+](Cc3ccc([N+](=O)[O-])cc3)cc2cc1OC | 12 | -0.1% | -1 | 5 | -4 | -4 | -5 | 1.0 | 2
CCCN1C(C(=O)c2ccccc2)=C(OC(=O)C(C)(C)C)c2ccccc2S1(=O)=O | nt | 0.3% | -6 | -6 | 0 | -7 | 12 | -0.7 | 2
CCC1Sc2ccc(S(=O)(=O)CCC(=O)Nc3ccc(NC(C)=O)cc3)cc2NC1=O (stereo not given) | -8 | -1.3% | 3 | -3 | -6 | 15 | -2 | 3.0 | 2
COc1ccc(N(CC(=O)Nc2c(C)cccc2C)S(=O)(=O)c2ccccc2[N+](=O)[O-])c(OC)c1 | -3 | -0.8% | 2 | -7 | 1 | 7 | -4 | 0.4 | 4
C=CCNC(=O)CSc1ncc2c(n1)-c1c(csc1SC)CC2 | 7 | 16% | -5 | -19 | -4 | -22 | -4 | -0.2 | -1
Clc1ccc(-c2csc(Nc3cccnc3)n2)cc1 | -9 | 3.5% | -4 | -5 | -9 | -4 | -17 | -1.4 | 2
CCOC(=O)c1ccc(/C=C2/C=C(c3ccccc3)N(c3ccc(Cl)c(C(=O)O)c3)C2=O)cc1 | -8 | 1.8% | 5 | -20 | -1 | 1 | 4 | 19 | 103*
Cc1cc(-n2nc(C)cc2C)nc(NS(=O)(=O)c2ccccc2)n1 | 9 | 2.5% | -8 | -3 | -3 | 2 | 0 | -0.3 | 1
O=C(CSc1nc(=O)n2cc(Cl)ccc2n1)Nc1ccc2c(c1)OCCO2 | -14 | 11% | 7 | -5 | -12 | 13 | 31 | 0.0 | -1
O=C(Nc1ncccc1O)c1ccc(S(=O)(=O)N2CCCCCC2)cc1 | 14 | 2.3% | 6 | -5 | -1 | -8 | 17 | 0.1 | 0
COc1ccc(CNC(=O)c2ccc3[nH]c(C)c(C)c3c2)c(OC)c1 | nt | -0.3% | -4 | -9 | 0 | 1 | 4 | nt | 0
Cc1ccc(CC(=O)NC(C)CCc2ccccc2)cc1 (stereo not given) | 11 | -3.0% | 2 | 4 | -4 | -4 | -8 | 0.3 | 1
COc1ccc(C(CC(=O)Nc2ccccn2)N2Cc3ccccc3C2=O)cc1 (stereo not given) | 1 | -0.8% | 1 | 10 | 8 | -3 | 6 | -0.1 | 1
O=c1[nH]c(CN2CCCCC2)nc2ccccc12 | -8 | 3.0% | 3 | -3 | -4 | -5 | 1 | 0.4 | 2
COCCn1c(SCc2c(F)cccc2Cl)nc2c1c(=O)[nH]c(=O)n2C | 6 | -1.1% | -4 | 2 | -4 | nt | -1 | 1.1 | -1

2 records picked at random from those above:
SMILES | D2 antag | RXFP1 ag | TRHR enhancer | RXFP1 antagonist | D1 potentiator | D2 PAM | D1 antag | D2 agonist | D1 ag
CCCN1C(C(=O)c2ccccc2)=C(OC(=O)C(C)(C)C)c2ccccc2S1(=O)=O | nt | 0.3% | -6 | -6 | 0 | -7 | 12 | -0.7 | 2
COc1ccc(CNC(=O)c2ccc3[nH]c(C)c(C)c3c2)c(OC)c1 | nt | -0.3% | -4 | -9 | 0 | 1 | 4 | nt | 0

3 compounds from above, arranged by the number in D2 antag, high to low.
| molecule | D2 antag | TRHR enhancer | RXFP1 antagonist | D1 potentiator | D2 PAM | D1 antag | D1 ag |
| --- | --- | --- | --- | --- | --- | --- | --- |
| O=C(Nc1ncccc1O)c1ccc(S(=O)(=O)N2CCCCCC2)cc1 | 14 | 6 | -5 | -1 | -8 | 17 | 0 |
| Cc1cc(-n2nc(C)cc2C)nc(NS(=O)(=O)c2ccccc2)n1 | 9 | -8 | -3 | -3 | 2 | 0 | 1 |
| Clc1ccc(-c2csc(Nc3cccnc3)n2)cc1 | -9 | -4 | -5 | -9 | -4 | -17 | 2 |

More entries
SMILES | D2 antag | RXFP1 ag | TRHR enhancer | RXFP1 antagonist | D1 potentiator | D2 PAM | D1 antag | D2 agonist | D1 ag
CC(=O)N1CCC(C(=O)Nc2ccc(S(=O)(=O)N3CCCCC3)cc2)CC1 | 3 | 2.3% | -5 | -4 | -5 | -11 | 2 | -0.1 | 0
CCCCn1c(N)c(N(CCOC)C(=O)c2ccc(C)c(S(=O)(=O)N3CCCCC3)c2)c(=O)[nH]c1=O | nt | -0.2% | 6 | -9 | -2 | -1 | -38* | nt | 6
COc1ccc(NC(=O)CN(C)S(=O)(=O)c2ccccc2)cc1 | -16 | 0.2% | 6 | 6 | -3 | 5 | 3 | 0.9 | 0
COc1ccc2[nH]c(C)c(CCNC(=S)Nc3cccc(C)c3C)c2c1 | nt | 0.1% | -2 | nt | 1 | nt | 3 | nt | 3
COc1ccc(CCC(=O)Nc2cccc(S(=O)(=O)N3CCCCCC3)c2)cc1 | -1 | -0.6% | -1 | 4 | -4 | 0 | -10 | -0.7 | 4
Cc1ccc(NC(=O)c2nc[nH]c2C(=O)N[C@@H](C)c2ccccc2)cc1 | -5 | -1.1% | 1 | nt | 0 | -4 | 11 | 0.4 | -1
COc1cc(/C=C/C(=O)NC(C)CCc2ccccc2)cc(OC)c1OC (stereo not given) | -10 | 2.4% | 0 | 13 | -3 | 13 | -6 | -0.8 | 3
CCOC(=O)Cc1nnc(Nc2ccc(C)cc2)c2ccccc12 | 30 | 0.3% | -6 | -20 | 7 | -13 | -13 | 2.0 | 3
O=C(c1ccc2c(=O)n(Cc3ccccc3)c(=S)[nH]c2c1)N1CCOCC1 | -5 | -1.1% | 1 | -4 | -4 | 3 | 6 | 2.1 | 1
COc1ccc(/C=C2\SC(=S)N(CCC(=O)Nc3ccc(C(=O)O)cc3)C2=O)cc1 | 7 | -4.9% | -4 | 7 | -3 | -4 | -15 | 0.6 | 1
CCOC(=O)C1(CCc2ccccc2)CCN(C(=O)[C@@H]2C[C@@H](C)NC(=S)N2)CC1 | -16 | -1.1% | -2 | -11 | 0 | 2 | 0 | 0.3 | 0
CN(Cc1ccccc1)c1nc2c(c(=O)[nH]c(=O)n2C)n1Cc1ccccc1 | 13 | 2.5% | 0 | -21 | 10 | 15 | 4 | 0.5 | 1
COc1ccc(CNC(=O)c2cnc(C)cn2)c(OC)c1 | -2 | 2.6% | 2 | 1 | -4 | -1 | -4 | 0.5 | 3
CCS(=O)(=O)N1CCC(C(=O)NCc2ccc(F)cc2)CC1 | -3 | 0.1% | -8 | -13 | 0 | 16 | 6 | -0.3 | 0
Cc1ccc(C(=O)OC2=C(C(=O)c3ccccc3)N(C)S(=O)(=O)c3ccccc32)cc1 | nt | 4.1% | -2 | 1 | -5 | 13 | -25 | -1.0 | 9
Cc1ccnc(NC(=O)c2ccc(S(=O)(=O)c3ccccc3)cc2)c1 | 16 | -1.2% | -2 | -3 | -6 | -13 | nt | 2.6 | 3
COc1cc(NC(=O)CN(C)S(=O)(=O)c2ccc(-c3ccc(=O)[nH]n3)s2)cc(OC)c1 | 3 | 1.6% | 5 | -7 | 5 | 14 | 3 | 0.0 | 1
COc1cccc2[nH]c(C(=O)NCc3ccc4c(c3)CCN4C(=O)c3ccc(F)cc3)cc12 | nt | 2.8% | -1 | -68* | 0 | -12 | -2 | 0.4 | 0
CCc1nc(NCCC(C)C)c2nnn(Cc3ccccc3)c2n1 | -10 | 0.0% | 0 | 11 | 1 | 26 | 2 | 0.0 | 5
C=C(C)CNC(=S)N1CCN(C(c2ccccc2)c2ccccc2)CC1 | -2 | -1.3% | -12 | -8 | -11 | -7 | -16 | -0.3 | 4
COc1cc(OC)c2c(-c3ccccc3)cc(=O)oc2c1C(CCN1CCCC1)c1ccc2c(c1)OCO2 (stereo not given) | -7 | 2.6% | 0 | nt | -2 | 0 | -10 | -0.4 | 8
O=C1c2cccc(OCc3ccc(F)cc3)c2CCN1Cc1ccccc1 | -19 | -0.2% | 0 | -18 | -2 | 6 | -1 | 0.2 | -2
CN1C(=S)N(c2ccccc2)C(=O)/C1=C/c1ccco1 | -9 | 0.3% | 4 | -6 | 4 | 12 | 1 | -0.1 | 5
O=C(CSCC(=O)Nc1cccc([N+](=O)[O-])c1)Nc1ccccc1 | 9 | -3.1% | -5 | 11 | -8 | -13 | 0 | 0.9 | 3
Cc1ccc(NC(=O)c2ccc3ncsc3c2)cc1S(=O)(=O)N(C)C | 3 | 0.3% | 10 | nt | -2 | 17 | -11 | -0.5 | 1
CN1CCN(S(=O)(=O)c2ccc3c(c2)NC(=O)C2CCCN32)CC1 (stereo not given) | 0 | 2.4% | -10 | -11 | 0 | -4 | -9 | -0.2 | 3
O=C(NCCN1CCOCC1)C1CCN(S(=O)(=O)N2CCCC2)CC1 | -6 | -0.6% | 6 | 3 | -1 | -2 | 13 | 0.3 | 1
CCN1CCN(C(=O)c2ccc3c(=O)n(C4CCCC4)c(=S)[nH]c3c2)CC1 | 6 | 2.2% | -2 | -2 | -2 | -3 | 1 | 1.4 | 7
O=C(CCCc1c[nH]c2ccccc12)NCC1COc2ccccc2O1 (stereo not given) | -6 | 0.3% | -4 | -31 | -2 | -24 | -25 | -0.3 | 3
Cc1ccc(S(=O)(=O)c2cn(Cc3ccc(F)cc3)c3cc4c(cc3c2=O)OCO4)cc1 | -2 | -1.1% | 19 | -12 | -8 | 3 | 1 | -0.5 | 2
COc1cc(OC)cc(C(=O)Nc2ccccc2C(=O)NCc2cccnc2)c1 | -5 | 1.0% | -2 | -21 | nt | 7 | -3 | -0.2 | 2
Cn1nc(C(C)(C)C)cc1NC(=O)Nc1cc(Cl)cc(Cl)c1 | -6 | -0.4% | 1 | -18 | -9 | -1 | -29 | 0.9 | 19

Source: PubChem
